TROY NFkB inh = blocks TROY-dependent signaling in reporter cells. Q293 LMP1-TROYcd NF-kB luciferase reporter, 4 h. inhibition, % at 10 µM. 360,000 tested, 0.98% active. AID 1347056;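 active means compounds whose plate-normalised and pattern-corrected inhibition of the luciferase reporter signal at the single screening dose is 50% or more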
TWEAK-Fn14 inh = TWEAK-Fn14 signaling inhibition; 360,000 tested, 2% active; AID 1159606; inhibition, % at 10 µM; TWEAK-stimulated Fn14 reporter cells, luciferase luminescence, 8 h; in the data active means inhibition above about 50%
LMP1 NFkB inh = Epstein-Barr LMP1 NF-kappaB reporter inhibition. 350,000 tested, 0.69% active. inhibition, % at 12.5 µM. LMP1-induced NF-kappaB luciferase reporter cells, luminescence; in the data active means inhibition above about 41%;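 further: 0% = neutral control wells and 100% = reference inhibitor control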
SRC1 inh = inhibitors of human steroid receptor coactivator 1 (SRC1); AID 588354; HEK293 GAL4-SRC1 luciferase reporter, luminescence; Q15788; 360,000 tested, 0.12% active; inhibition, % at 3.6 µM;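 active means inhibition above the campaign mean plus 3 SD, with each screening campaign given its own cutoff, cut at about 60% in these data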;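 further: 0% = DMSO treated cells and 100% = gossypol at 36 µM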
TLR9-MyD88 block = TLR9-MyD88 interaction inhibition; 340,000 tested, 0.21% active; inhibition, % at 4.98 µM; Q9NR96+Q99836; CHO BLA complementation TLR9-MyD88, CCF4 FRET ratio;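 active means inhibition above the mean over all tested compounds plus 3 SD, cut at about 21% in these data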;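 further: 0% = DMSO only wells and 100% = clavulanate BLA inhibitor control wells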
NOD2-RIPK2 inh = NOD2-RIPK2 protein interaction inhibition; CHO BLA complementation NOD2-RIPK2, CCF4 ratio; inhibition, % at 4.98 µM; 360,000 tested, 0.38% active; AID 624267; in the data active means inhibition above about 21%;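 further: 0% = vehicle only and 100% = reference blocker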
NR2F2 inh = blocks human COUP-TFII nuclear receptor | P24468 | HEK293T NGFI-A luciferase reporter, luminescence | inhibition, % at 8.6 µM | 370,000 tested, 0.7% active;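 active means inhibition above a per-plate cutoff, mean inhibition of test wells between control levels plus 3 SD, cut at about 38% in these data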;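 further: cells cotransfected with COUP-TFII expression vector driving the NGFI-A reporter; 0% = median of COUP-TF2 test wells and 100% = reporter-only cells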
NCOA3 inh = human NCOA3 inhibition | HEK293 GAL4-SRC3 luciferase reporter, luminescence | inhibition, % at 3.6 µM | 360,000 tested, 0.17% active | AID 588352;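 active means inhibition above a per-campaign cutoff, the mean of all compounds plus 3 SD, cut at about 60% in these data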;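 further: 0% = DMSO-treated cells and 100% = gossypol-treated cells at 36 µM; higher means less SRC3-driven luciferase light from the GAL4 reporter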
NCOA2 inhibitor = inhibits human steroid receptor coactivator 2; HEK293 GAL4-SRC2 luciferase reporter, luminescence; Q15596; 370,000 tested, 0.17% active; inhibition, % at 9 µM;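 active means inhibition above the mean inhibition of all tested compounds plus 3 SD, set per campaign, cut at about 52% in these data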;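 further: 0% = DMSO treated cells and 100% = cells given Gossypol at 36 µM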
TRAIL sens C8 = sensitizes caspase-8 expressing cells to TRAIL | NB7+C8 cells + TRAIL, ATPlite viability luminescence | inhibition (viability loss, TRAIL sensitization), % at 10 µM | 360,000 tested, 1% active | AID 624354;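 active means compounds causing at least 50% loss of cell viability in the single-dose screen, relative to plate controls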
NR5A2 inv ag = suppresses constitutive activity of human LRH-1; AID 602396; O00482; inhibition, % at 3.6 µM; 360,000 tested, 0.13% active; HEK293T StAR-luciferase reporter, LRH-1 transfected, 24 h;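 active means inhibition above the mean inhibition of all tested compounds plus 3 SD, cut at about 73% in these data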;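 further: 0% = DMSO wells and 100% = reporter-only cells lacking LRH-1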
* hit, by the source's call; / = no result given. This is a subset; the hit share may differ from the screen's.

Fields: TROY NFkB inh	TWEAK-Fn14 inh	LMP1 NFkB inh	SRC1 inh	TLR9-MyD88 block	NOD2-RIPK2 inh	NR2F2 inh	NCOA3 inh	NCOA2 inhibitor	TRAIL sens C8	NR5A2 inv ag
O=C(CSc1ncnc2sccc12)N1CCCCC1
    -61	-2	-13	-78	-3	-13	-36	-95	-72	2	-86
c1ccc(CC[C@@H]2CC[C@@H](CCc3ccccc3)N2)cc1
    10	-3	2	0	2	4	-29	-12	-17	12	-6
CC(=O)Nc1nc(NCc2ccccc2Cl)n(-c2ccccc2)n1
    20	7	-5	-13	9	-6	11	-43	-1	-1	-47
COc1ccc(CCC(C)NC2C3CC4CC(C3)CC2C4)cc1 (stereo unspecified)
    6	2	-13	9	-3	1	-22	9	-10	3	-4
CCCN(CCC)S(=O)(=O)c1ccc(C(=O)N2CCN(C)CC2)cc1
    3	6	-27	-10	0	8	-2	-26	-1	2	3
COc1ccc(C2CCc3cc4c(cc3C2=NO)OCO4)cc1OC (stereo unspecified)
    21	21	1	-13	-2	-2	-6	10	-20	5	1
COc1cccc(-c2ccc3c(c2)N(Cc2cccc(F)c2)C(=O)C(C)S3)c1 (stereo unspecified)
    -11	-7	/	1	/	-1	-5	4	-4	1	-24
COc1ccc(NS(=O)(=O)c2cc(NC(=O)CNC(=O)c3cccc(OC)c3)ccc2C)cc1
    -12	-14	-17	-18	5	-6	-1	-7	-15	-13	-66
CCOC(=O)CCn1nnc(N)n1
    -1	-1	0	11	3	5	6	2	6	7	3
Cn1nc([N+](=O)[O-])c(C(C#N)c2ccccn2)c(Cl)c1=O (stereo unspecified)
    -7	-10	-1	-6	-2	9	3	8	21	2	-2
Cc1ccc(S(=O)(=O)N2CCN(Cc3ccccc3C(F)(F)F)CC2)cc1
    16	0	0	5	-3	-6	1	12	15	1	12
O=C(NNc1c(F)c(F)cc(F)c1F)c1ccco1
    -4	3	-6	-5	-1	10	-11	5	-29	-8	4
COc1ccc(C2CCCN2CC(O)COc2ccccc2C(C)C)cc1 (stereo unspecified)
    14	-8	-1	11	-2	-10	1	-8	9	16	9
O=C(OCCCc1cc2ccccc2c(=O)o1)c1ccc2c(c1)OCO2
    -24	-27	0	6	-4	8	6	-12	-6	-5	4
CCOC(=O)Cc1csc(NS(=O)(=O)c2cc(Cl)ccc2Cl)n1
    2	4	0	-9	1	4	5	-11	19	-12	-3
Cc1ccc(NC(=O)CSc2nc(=O)n(CCN(C)C)c3c2CCCC3)cc1Cl
    -9	13	-11	2	4	-2	8	-6	8	8	10
COc1ccc(C2(C)NC(=O)N(CC(=O)Nc3ccc(Br)cc3F)C2=O)cc1OC (stereo unspecified)
    -4	-3	6	-4	1	-5	-13	5	-6	-5	-4
CN(CCOc1ccccc1)CC(O)COCc1ccccc1F (stereo unspecified)
    -10	4	-4	13	2	9	-1	23	-24	17	5
COc1cccc(-c2ccc(NC(=O)C3CCCN(Cc4cnc(N(C)C)s4)C3)cc2)c1 (stereo unspecified)
    16	20	-2	0	-2	6	4	22	6	10	-20
CC(C)[C@H](NC(=O)N1c2ccccc2NC(=O)[C@@H]1C(C)C)C(=O)N[C@@H](C(=O)O)c1ccccc1
    -3	-26	-5	-15	-8	-1	4	12	-12	30	-23
COc1cccc(NC(=O)CC2C(=O)NC3CCCCC3N2C(=O)c2ccccc2)c1 (stereo unspecified)
    -19	11	-8	-2	-5	-6	-14	7	-34	-5	-12
O=C(NCc1nnc2c3ccccc3c(-c3ccccc3)nn12)c1ccc(Cl)cc1
    6	-1	2	-18	0	3	-6	19	25	-13	-19
Nn1c(COc2ccccc2)nnc1SC(F)F
    -2	7	2	-3	2	0	7	-5	-13	-12	4
COC(=O)/C=C1\NC(=O)C(C)S1 (stereo unspecified)
    3	-7	-4	6	-2	-4	5	-8	2	-5	1
CN1CCC(N(C)C(=O)c2ccc(Cl)c(S(=O)(=O)N3CCc4ccccc43)c2)CC1
    15	3	-9	-1	9	-7	2	31	-4	8	8
Nc1nc(/C=C/c2cccnc2)nc(-c2ccccc2O)n1
    7	34	-1	52	-1	-10	-8	39	-5	23	21
CCOc1ccc(NCc2cccn2-c2nnc(N3CCC(C(=O)NCCCN4CCCCC4CC)CC3)s2)cc1 (stereo unspecified)
    -3	-7	2	-12	-4	-7	-2	-9	0	3	-17
CSc1nccc(-c2cc(Cl)sc2Cl)n1
    -8	-11	5	-14	6	-10	14	10	-2	-5	-1
COc1ccc(Cl)cc1NC(=O)COC(=O)CCCC1=NS(=O)(=O)c2ccccc2N1
    -6	8	-2	-6	-4	-5	1	1	-7	10	-4
CCC1CCCCN1C(=O)c1cc(COc2ccc(-n3cncn3)cc2)on1 (stereo unspecified)
    6	-6	3	-4	-18	2	23	-11	-19	5	-14
Cc1nc(N2CCN(C(=O)c3ccc(Cl)cc3)CC2)c(C#N)c2c1COC(C)(C)C2
    17	13	6	-7	-7	-3	0	-27	15	-2	-22
O=C(/C=N/O)NCC1CCNCC1
    -27	-20	-2	5	-16	8	-16	6	2	27	-1
CCOc1ccc(N2C(=O)Nc3ccc(Br)cc3C2(O)C(=O)NCCCN(C)C)cc1 (stereo unspecified)
    -15	5	-7	4	-1	3	-14	6	-18	-14	-6
O=c1c2ccccc2nnn1CSc1nnc(-c2cccnc2)n1-c1ccccc1F
    /	15	-19	-9	0	-3	1	-6	-22	-12	2
Cc1cc(N2C(=O)c3ccc(C(=O)Nc4ccccc4O)cc3C2=O)no1
    13	-17	0	-23	-6	-11	11	-13	-49	2	14
CC(C)(C)c1ccc(/C=C2\CCn3c2nc2cc(C(=O)O)ccc2c3=O)cc1
    1	1	3	-3	7	-15	/	-5	/	4	2
CCCCn1c(=O)c(CCC(=O)OCC(=O)Nc2cccc3ccccc23)nc2ccccc21
    -16	-16	-2	3	-1	-13	-4	12	-13	1	19
Cc1ccccc1OCC1CN(CN2CCOCC2)C(=O)O1 (stereo unspecified)
    -1	-3	-6	4	6	8	-5	6	8	-1	14
O=C(COC(=O)c1ccccc1C(=O)N1CCN(c2ccccc2)CC1)NCc1ccccc1
    4	-3	-6	-6	1	2	-8	-15	-5	13	6
O=C(NCc1nnc(SCC(=O)N2CCCC2)o1)c1c(F)cccc1Cl
    -22	-17	-3	8	2	-12	6	8	-7	11	-2
CCCCn1c(SCC(=O)N2CCC(C)CC2)nc2ccsc2c1=O
    -18	15	0	6	3	5	15	19	8	14	11
CCC(c1nnnn1C1CCCCC1)N(Cc1ccco1)Cc1cc2ccc(OC)cc2[nH]c1=O (stereo unspecified)
    2	33	15	-4	1	-4	-19	19	4	-4	4
CCOc1cccc(C2C(C(=O)c3ccc(C)o3)=C(O)C(=O)N2Cc2ccncc2)c1 (stereo unspecified)
    -12	-7	-1	3	-2	-4	8	22	-10	10	3
Cc1ccc(S(=O)(=O)N2CCN(C(=O)COC(=O)CCOc3ccc(C(C)(C)C)cc3)CC2)cc1
    22	0	10	10	-12	0	-19	-13	-30	21	-9
COCc1ccccc1C1=CC(=O)C[C@H](c2ccc(OC)cc2)C1
    -15	-16	-9	-30	-3	-7	-7	-4	-16	6	-20
CC(CC(=O)Nc1cccc(S(=O)(=O)N2CCCCC2)c1)c1ccccc1 (stereo unspecified)
    22	21	2	-4	1	6	-3	20	6	4	4
COc1c(Cl)cnn(-c2cccc(C)c2)c1=O
    19	1	9	-3	-11	8	2	1	6	19	-1
O=C(OCC(=O)N1CCCCC1)c1n[nH]c(=O)c2ccccc12
    -4	6	-1	-1	1	0	-3	-25	-31	6	-11
COCCn1cnc2c1c(=O)n(CC(=O)O)c(=O)n2Cc1ccccc1
    -4	12	2	5	1	-7	6	-11	-4	1	4
N#Cc1ccc(-c2nnnn2-c2ccc3c(c2)OCO3)cc1
    -11	-18	-4	0	-8	0	14	2	-15	-9	-9
COc1nnc(-c2ccc(N3CCOCC3)c(NC(=O)c3ccccc3)c2)c2ccccc12
    6	3	3	5	-4	-7	12	4	-32	2	-10
CN(C(=O)c1cc(-c2ccccc2)on1)C1CCCCC1
    -23	0	-50	-209	-7	-2	-49	-158	-46	6	-120
CCCN(Cc1cc2ccc(C)cc2[nH]c1=O)C(=O)c1ccccn1
    -8	10	-1	-2	2	4	-26	-5	5	-8	9
COc1ccc(NC2=NCC(=O)N2c2ccccc2)c(OC)c1
    -3	9	9	-4	-1	-4	9	14	2	-8	-3
CCC(=O)N1N=C(c2ccc(NS(=O)(=O)CC)cc2)CC1c1ccc(C)cc1 (stereo unspecified)
    -11	-5	-11	-16	-1	3	-3	-5	-9	2	-15
CCOc1ccc(/C=N/N2C(=O)C(CC(=O)Nc3ccc(F)cc3F)SC2=NC)cc1OC (stereo unspecified)
    7	-2	12	-2	-7	1	10	7	-39	-6	-3
CCOc1ccc(NS(=O)(=O)c2ccc3c(c2)CCN3C(=O)C2CCC2)cc1
    6	8	-8	-4	-5	-6	3	5	-64	-14	-1
CC1(C)CC(NC(=O)COc2ccc3c4c(c(=O)oc3c2)CCCC4)CC(C)(C)N1
    0	-8	-11	-28	-5	-24	6	-15	0	13	19
CCOC(=O)c1c(C)oc2c1c(C=NCC1CCCO1)c(O)c1ccccc12 (stereo unspecified)
    69*	29	-1	-3	5	-3	-6	4	-52	-3	24
COC(=O)CN(C)C(=O)c1ccccc1OC1CCN(S(C)(=O)=O)CC1
    1	14	-2	-11	-6	1	6	-15	-13	-6	3

Going on with the list.
Fields: TROY NFkB inh	TWEAK-Fn14 inh	LMP1 NFkB inh	SRC1 inh	TLR9-MyD88 block	NOD2-RIPK2 inh	NR2F2 inh	NCOA3 inh	NCOA2 inhibitor	TRAIL sens C8	NR5A2 inv ag
CCc1nc2ccc(C(=O)NCc3ccc4c(c3)OCO4)cn2c1N(C)Cc1ccc(OC)cc1
    20	-6	/	-28	/	3	5	-2	-33	-4	-2
CCCCCn1nc(C(=O)OCc2nc(N)nc(Nc3ccccc3)n2)c2ccccc2c1=O
    9	30	-1	3	-2	-5	-4	-12	-36	6	6
CC(C)Nc1nc(-c2ccncc2)nc(-c2ccccc2)c1C#N
    -4	-1	-11	9	1	7	-2	7	5	2	-2
Cc1cccc(NC(=O)c2cc(=O)n(Cc3ccccc3)c(=O)[nH]2)c1
    20	-4	13	7	5	-5	-7	-7	-4	-7	5
Cc1ccc(C(=S)N2CCCCCC2)cc1
    6	8	-1	7	-1	5	5	2	2	5	-2
O=C(NCCC(=O)N1CCN(C(=O)c2ccco2)CC1)c1ccccc1Cl
    1	9	-8	12	3	8	3	5	4	-17	-7
CC1(C(=O)NS(=O)(=O)c2ccc(Cl)cc2)CCN1C(=O)c1ccc(C2CCCCC2)cc1 (stereo unspecified)
    9	2	/	-8	/	2	0	-12	3	-4	6
Cc1ccc2c(cnn2C(=O)CCC(=O)NCc2cccc(Cl)c2)c1
    2	-1	13	2	0	11	-14	-5	-14	28	5
